# POLB inh: DNA polymerase beta (human) inhibition; P06746; Pol beta primer extension/strand displacement, fluorescence kinetic; Potency, µM (highest dose often 114 µM), for the others: at the top dose activity change, negative = inhibition, most hits filed as inhibitors; 340,000 compounds, 1.3% hits; AID 485314; further: on the % scale 0 is the no-effect control and ±100 the full control effect
#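 Enzyme-only controls used 10 nM Pol beta; buffer lacking enzyme served as negative control. Compound preincubated 15 min, then 50 nM substrate added; 0 and 10 min reads at room temperature.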
# BAZ2B inh: inhibitors of human BAZ2B bromodomain | Q9UIF8 | AlphaScreen BAZ2B-H3K14Ac peptide displacement | Potency, µM (series often up to 114 µM), for inactives: at the top dose activity change, negative = inhibition, usual class: inhibitors | 360,000 compounds, 4.4% hits | AID 504333; further: on the % scale 0 is the no-effect control and ±100 the full control effect; nearly all actives have a fitted effect of over 60% in size
#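 AlphaScreen displacement: compounds (up to 110uM) incubated 30 min at room temperature with a preformed 50 nM BAZ2B/50 nM biotinylated H3K14Ac peptide complex in PBS pH 7.4 with Tween-20. Donor and acceptor beads at 10 ug/mL final added, 20 min light-protected before reading.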
# BLM helicase inh: blocks DNA unwinding by human BLM helicase; recombinant BLM DNA unwinding, fluorescence dequenching; Potency, µM (highest dose often 56.1 µM), for the others: at the top dose activity change, negative = inhibition, usual class: inhibitors; 350,000 compounds, 0.2% hits; AID 2528;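 further: plate controls were vehicle for no effect and no enzyme for full effect; nearly all actives have a fitted effect of over 35% in size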
# G9a inh: inhibitors of human histone lysine methyltransferase G9a | Q96KQ7 | G9a H3K9 monomethylation, AlphaScreen, 2 h | Potency, µM (top dose mostly 102 µM), for the others: at the highest dose activity, negative = inhibition, usual class: inhibitors | 350,000 compounds, 8.8% hits | AID 504332; further: on the % scale 0 is the no-effect control and ±100 the full control effect; nearly all actives have a fitted effect of over 75% in size
#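 Signal arises when biotinylated H3K9 peptide, once monomethylated, bridges streptavidin donor and antibody-captured acceptor beads. Enzyme at 20 nM was preincubated 15 min with test compounds; peptide 500 nM and SAM 20 uM then reacted for 2 h.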
# Pol eta inh: blocks human DNA polymerase eta activity; 390,000 compounds, 1.2% hits; Potency, µM (doses to about 114 µM), for the others: at the highest dose activity change, negative = inhibition, actives largely listed as inhibitors; recombinant Pol eta, fluorescent DNA replication assay; AID 588591; Q9Y253; further: on the % scale 0 is the no-effect control and ±100 the full control effect
#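 Pol eta at 10 nM preincubated with compounds 15 min at room temperature; reaction started with fluorescent substrate (50 nM final) and read kinetically at 0 and 10 min.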
# Pol kappa inh: blocks human DNA polymerase kappa activity. Q9UBT6. purified Pol kappa, fluorescent DNA synthesis assay, 10 min. Potency, µM (series often up to 107 µM), for inactives: top-dose activity, negative = inhibition, most hits filed as inhibitors. 400,000 compounds, 0.53% hits; further: on the % scale 0 is the no-effect control and ±100 the full control effect
#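 Kinetic fluorescence readout at 0 and 10 min followed reaction start with substrate at 50 nM final. Beforehand, enzyme (10 nM Pol kappa) stood 15 min with compound at room temperature; buffer-only wells were negative controls.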
# JMJD2A Tudor inh: blocks the human JMJD2A Tudor domain | Potency, µM (titrated, usually from 114 µM), for inactives: top-dose activity change, negative = inhibition, usual class: inhibitors | AID 504339 | 390,000 compounds, 4.4% hits | O75164 | AlphaScreen JMJD2A-Tudor / H3K4me3 peptide binding; further: on the % scale 0 is the no-effect control and ±100 the full control effect; nearly all actives have a fitted effect of over 50% in size
# APEX1 inh: inhibitors of human APE1 endonuclease; recombinant APE1, TAMRA/BHQ-2 abasic DNA cleavage fluorescence; AID 2517; P27695; Potency, µM (doses to about 65.8 µM), without a hit: top-dose activity change, negative = inhibition, usual class: inhibitors; 350,000 compounds, 0.35% hits;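 further: plate controls were vehicle for no effect and reference inhibitor for full effect; nearly all actives have a fitted effect of over 55% in size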
#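 Step 1: APE1 (0.75 nM) with compound, 15 min RT. Step 2: add 50 nM fluorophore/quencher THF duplex. Step 3: three fluorescence reads 60 s apart (525/598 nm); read 3 minus read 1 = reaction progress.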
# Pol iota inh: blocks human DNA polymerase iota activity; Pol iota fluorescent replication assay, 10 min; Potency, µM (doses to about 115 µM), for inactives: at the top dose activity, negative = inhibition, most hits filed as inhibitors; 390,000 compounds, 1% hits
#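 Fluorescent replication assay read twice, at 0 min and 10 min after adding 50 nM (final) substrate. Enzyme (10 nM) and compounds were first incubated 15 min at room temperature; enzyme-free buffer wells were negative controls.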
# * hit, by the source's call; ? = inconclusive; . = not tested or not shown; [ ] = another dose, or the depositor's remark. The call rests on the fitted dose curve; in most records, active means well fitted curve in the direction sought with a large enough effect; inconclusive means small, poorly fitted or top-dose-only effect, or another doubt; inactive means no such curve, though single readings can be large; an effect the other way counts as inactive or inconclusive. Potency means the concentration at half of the fitted maximal effect. Not all compounds are listed. The share of hits here may be higher or lower than overall.
SMILES,POLB inh,BAZ2B inh,BLM helicase inh,G9a inh,Pol eta inh,Pol kappa inh,JMJD2A Tudor inh,APEX1 inh,Pol iota inh
CCOc1ccc(NC(=O)CCN2CCN(S(=O)(=O)c3cc(Cl)ccc3OC)CC2)cc1,-24%,0%,-5%,?,-16%,-3%,-13%,-3%,10%
O=C(CCCCCCN1C(=O)c2ccccc2C1=O)Nc1nccs1,29%,6%,5%,-9%[59 µM],2%,-9%,-14%,13%,0%
CC1=Nn2c(nc(-c3ccccc3)c2-c2ccccc2)NC(=O)C1Br (configuration not stated),-20%,?,-1%,?,-6%,-6%,-27%,1%,3%
CCCn1c(=NC(=O)CCS(=O)(=O)c2ccccc2)sc2cc(S(N)(=O)=O)ccc21,.,-22%,.,-32%,-15%,0%,-13%,21%,4%
CCOC(=O)CNC(=O)Cn1cnc2c(nnn2-c2cccc(OC)c2)c1=O,70%,6%,-1%,2%,-20%,-3%,-5%,0%,60%[activator]
CCN(CC(=O)Nc1ccccc1OC)CC(=O)Nc1ccccc1-c1ccccc1,-19%,28µM*,0%,50µM*,-22%,10%,2.2µM*,12%,124%[activator]
O=C(Oc1ccc2ccccc2c1)c1cncc(Br)c1,1%,-5%,-2%,26%[59 µM],3%,-2%,-1%,5%,21%
COc1ccc(C2=C(N3CCN(c4cccc(C)c4)C(C)C3)c3ccccc3C2=O)cc1 (configuration not stated),-19%,4.5µM*,-7%,5µM*,-27%,-1%,7.1µM*,.,42%[activator]
Cc1cccc(NC(=O)CSc2nc(-c3cccs3)cc(C(F)(F)F)c2C#N)c1C,-1%,14%,-3%,30%[59 µM],-8%,6%,2%,.,-22%
Cc1ccc(NC(=O)CCN2C(=O)C3CCCCC3C2=O)cc1[N+](=O)[O-] (configuration not stated),.,6%,.,-11%,-23%,6%,-5%,11%,13%
COc1ccc(CC(=O)Oc2ccc(Br)cc2F)cc1S(=O)(=O)N1CCOCC1,.,7%,.,50µM*,-5%,-6%,-12%,-25%,0%
O=c1c2ccccc2nc(SCc2cn3ccsc3n2)n1-c1ccc(F)cc1,-10%,-30%,-11%,?,-13%,-9%,-28%,-3%,-8%
O=C(c1cccs1)N1CCCc2ccccc21,2%,0%,-1%,12%[59 µM],-13%,-6%,-8%,1%,35%[activator]
CC1C(=O)N2CCCc3cc(S(=O)(=O)N(C)Cc4ccccc4)cc1c32 (configuration not stated),3%,?,-2%,10%,-11%,-7%,0%,17%,-7%
Cc1c(C)c2ccc(OCC(=O)N3CCOCC3)c(C)c2oc1=O,3%,-29%,-6%,-9%[59 µM],-14%,-4%,-12%,-6%,61%[activator]
Cc1ccc(NC(=O)COc2ccccc2C(=O)NCCN(C)C)cc1,5%,-7%,-10%,93%,.,.,.,-2%,.
C=CCn1c(SCc2cccc(OC)c2)nnc1-c1ccncc1,37%,?,-4%,-7%,-3%,-7%,-1%,33%,-6%
Cc1cccc(N=C2CCCC2C(=O)Nc2cccc(C)c2C)c1C (configuration not stated),.,.,.,.,-18%,6%,-4%,.,29%
O=C(Nc1cc(C(F)(F)F)ccc1N1CCCCC1)c1cccc([N+](=O)[O-])c1,-1%,-11%,-8%,?,-19%,-2%,-25%,-3%,7%
CSCCC(=O)N1CCCC(CNC(=O)c2ccc(-c3ccccc3)cc2)C1 (configuration not stated),6%,-25%,-4%,10%[12.7 µM],-10%,2%,-26%,-4%,2%
O=C(c1cccs1)N1CCC(c2nc(-c3ccc(S(=O)(=O)N4CCOCC4)cc3)no2)CC1,5%,6%,-6%,-1%,6%,1%,-21%,-1%,-16%
Cc1cccc(OCC(=O)Nc2ccccc2F)c1,0%,6%,-5%,7%,-7%,2%,32%,11%,39%[activator]
CC(C)(C)OC(=O)N1CCC(Cc2cc(-c3ccccc3)no2)(C(=O)O)CC1,11%,-28%,0%,-6%,-18%,5%,-8%,51%,10%
COc1cc2c(=O)n(CCC(=O)NCC3CCCO3)c(=O)n(CC(=O)Nc3c(C)cccc3C)c2cc1OC (configuration not stated),2%,-1%,1%,18%[59 µM],-8%,-4%,12%,.,-17%
O=C(NCCc1ccccc1)C1CCC(=O)N(Cc2ccc(Cl)cc2)C1 (configuration not stated),-21%,-5%,-4%,49%,-18%,-12%,-4%,36%,16%
Cc1ccccc1NC(=O)/C(=C/c1ccco1)c1ccccc1,-1%,?,-10%,32µM*,-26%,-5%,-17%[57.1 µM],1%,6%
O=C(NC(=O)N1CCSCC1)c1c(Cl)cccc1Cl,14%,-2%,-11%,16%[59 µM],-14%,-7%,-1%,-3%,1%
Cc1ccccc1C(=O)Nc1cccc(C(=O)Nc2ccccc2C(=O)O)c1,2%,9%,-4%,13%,-7%,-2%,7%,24%,-24%
COc1cccc(CNC(=O)c2cc3c(=O)oc4ccc(C)cc4c3s2)c1,0%,-19%,-12%,8%[59 µM],-30%,-12%,-8%,.,39%[activator]
CCOc1ccccc1/C=N/NC(=O)C[n+]1ccccc1,.,?,.,20%[2.33 µM],-15%,0%,-2%,17%,10%

# A different layout for eleven compounds above.
# Sequence of screens – POLB inh	BAZ2B inh	BLM helicase inh	G9a inh	Pol eta inh	Pol kappa inh	JMJD2A Tudor inh	APEX1 inh	Pol iota inh
CSCCC(=O)N1CCCC(CNC(=O)c2ccc(-c3ccccc3)cc2)C1 (configuration not stated)
    6%	-25%	-4%	10%[12.7 µM]	-10%	2%	-26%	-4%	2%
O=C(c1cccs1)N1CCC(c2nc(-c3ccc(S(=O)(=O)N4CCOCC4)cc3)no2)CC1
    5%	6%	-6%	-1%	6%	1%	-21%	-1%	-16%
Cc1cccc(OCC(=O)Nc2ccccc2F)c1
    0%	6%	-5%	7%	-7%	2%	32%	11%	39%[activator]
CC(C)(C)OC(=O)N1CCC(Cc2cc(-c3ccccc3)no2)(C(=O)O)CC1
    11%	-28%	0%	-6%	-18%	5%	-8%	51%	10%
COc1cc2c(=O)n(CCC(=O)NCC3CCCO3)c(=O)n(CC(=O)Nc3c(C)cccc3C)c2cc1OC (configuration not stated)
    2%	-1%	1%	18%[59 µM]	-8%	-4%	12%	.	-17%
O=C(NCCc1ccccc1)C1CCC(=O)N(Cc2ccc(Cl)cc2)C1 (configuration not stated)
    -21%	-5%	-4%	49%	-18%	-12%	-4%	36%	16%
Cc1ccccc1NC(=O)/C(=C/c1ccco1)c1ccccc1
    -1%	?	-10%	32µM*	-26%	-5%	-17%[57.1 µM]	1%	6%
O=C(NC(=O)N1CCSCC1)c1c(Cl)cccc1Cl
    14%	-2%	-11%	16%[59 µM]	-14%	-7%	-1%	-3%	1%
Cc1ccccc1C(=O)Nc1cccc(C(=O)Nc2ccccc2C(=O)O)c1
    2%	9%	-4%	13%	-7%	-2%	7%	24%	-24%
COc1cccc(CNC(=O)c2cc3c(=O)oc4ccc(C)cc4c3s2)c1
    0%	-19%	-12%	8%[59 µM]	-30%	-12%	-8%	.	39%[activator]
CCOc1ccccc1/C=N/NC(=O)C[n+]1ccccc1
    .	?	.	20%[2.33 µM]	-15%	0%	-2%	17%	10%

# (more compounds)
SMILES,POLB inh,BAZ2B inh,BLM helicase inh,G9a inh,Pol eta inh,Pol kappa inh,JMJD2A Tudor inh,APEX1 inh,Pol iota inh
O=C1CC(c2nnc(Cc3c(F)cccc3Cl)o2)CN1c1ccccc1 (configuration not stated),2%,-14%,-3%,-34%[59 µM],-17%,1%,-10%,.,13%
CCN(Cc1ccccc1)S(=O)(=O)c1ccc(C(=O)N(CCCN(C)C)c2nc3c(F)cccc3s2)cc1,21%,?,-1%,?,-6%,-4%,?,22%,-1%
CCC(C)NCC(=O)Nc1ccc([N+](=O)[O-])cc1C(=O)Nc1ccccc1F (configuration not stated),12%,-22%,-2%,?,-16%,-29%,-17%,-7%,15%
O=c1c2ccccc2ncn1CCc1ccncc1,.,.,.,.,-3%,-8%,-14%,.,13%
COC(=O)c1c(NC(C)=O)sc(C(=O)Nc2ccccc2C)c1C,42%,-11%,-2%,25%,-7%,-2%[60.1 µM],9%,-3%,-12%
O=C(COC(=O)COc1ccccc1[N+](=O)[O-])Nc1ccc2c(c1)OCO2,.,.,.,.,-11%,-9%,-19%,6%,15%
COCC(C)n1c(C)cc(C(=O)CSc2ccc(NC(C)=O)cc2)c1C (configuration not stated),10%,-30%,-3%,2%[12.7 µM],-12%,-7%,3%,-1%,-14%
COc1ccccc1C(=O)COC(=O)CSCC(=O)Nc1cc(C)on1,.,53%[activator],.,-34%,-11%,0%,?,5%,47%[activator]
COc1cc(CNC2CCCCCCC2)c(Br)cc1OCCO,0%,-4%,-5%,?,0%,?,-23%,4%,6%
O=C(Cc1ccc(Cl)cc1)NCc1nc(-c2ccccc2)no1,-14%,-11%,-4%,2%,.,.,.,-1%,.

# Single records, from the list above. Values in the order: POLB inh	BAZ2B inh	BLM helicase inh	G9a inh	Pol eta inh	Pol kappa inh	JMJD2A Tudor inh	APEX1 inh	Pol iota inh
# Entry for O=C(Cc1ccc(Cl)cc1)NCc1nc(-c2ccccc2)no1 → -14%	-11%	-4%	2%	.	.	.	-1%	.
# Entry for COc1cc(CNC2CCCCCCC2)c(Br)cc1OCCO → 0%	-4%	-5%	?	0%	?	-23%	4%	6%

# Other compounds
SMILES,POLB inh,BAZ2B inh,BLM helicase inh,G9a inh,Pol eta inh,Pol kappa inh,JMJD2A Tudor inh,APEX1 inh,Pol iota inh
CCOc1cc(NC(=S)NCC2CCCO2)c(OCC)cc1NC(=O)CC(C)C (configuration not stated),3%,-28%,0%,?,-5%,-4%,-20%,0%,30%
CC(=O)OCC(NC(=O)C1CCCN1C(=O)OC(C)(C)C)C1OC(n2cc(F)c(=O)[nH]c2=O)C(OC(C)=O)C1OC(C)=O (configuration not stated),.,.,1%,.,.,-7%,-19%,-2%,1%
CC12CCC(C(=O)Nc3nc4ccccc4s3)(OC1=O)C2(C)C (configuration not stated),27%,-20%,-3%,?,-23%,-1%,-5%,-3%,31%[activator]
Cc1ccsc1C(=O)NN=C1CCCCCC1,14%,-15%,-6%,9%,2%,-7%,?,34%,-6%
